# High-throughput results: PubChem BioAssay, several laboratories
# AddAB inh: growth inhibition of E. coli expressing H. pylori AddAB, primary screen, AddAB inhibitor project, absorbance | inhibition, % at 11.9 µM | AID 435030, 2010 | 0.29% of 330,000 active; in the data active = inhibition above about 12%;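 note: 0% = vehicle wells of infected cells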
# Tat transport: E. coli Tat export inhibitors, primary screen, MC4100, TorA-mCherry reporter, fluorescence, single point | inhibition, % at 10 µM | 0.036% of 340,000 active;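 active = mean replicate inhibition at least 50% and at least half of replicates individually reaching 50%; inconclusive = only one of the two criteria met; inactive = neither criterion met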;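 note: exported cargo escapes ClpAP degradation while cytoplasmic cargo is degraded and loses fluorescence; 0% = median of neutral control wells and 100% = median of NaSCN control wells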
# phage Ecoli inh: growth loss of phage-infected E. coli, primary screen, RecBCD inhibitor project, absorbance, with phage, HTS; inhibition, % at 11.9 µM; 0.26% of 360,000 active; AID 651602, 2012; in the data active = inhibition above about 11%
# CDK5 inh: inhibitors of human CDK5/p35 kinase, primary screen, biochemical, single concentration; Cyclin-dependent kinase 5 (Homo sapiens) + Cyclin-dependent kinase 5 activator 1 (Homo …; Recombinant CDK5/p35, ADP-Glo luminescence, 60 min; inhibition, % at 10 µM; 0.01% of 330,000 active;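 active = highest replicate inhibition of at least 50% and at least 75% of replicates reaching 50%; inconclusive = only one of the two criteria met; inactive = both criteria failed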;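 note: plate controls were DMSO neutral control for no effect and GW8510 at 10 µM for full effect; many of its hits are not listed in these tables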
# E coli growth: E. coli V3065 growth inhibition, primary screen, counter-screen for AddAB inhibitor project, absorbance, OD600; 0.27% of 330,000 active; 18 h; AID 449728, 2010; inhibition, % at 11.9 µM;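 active = inhibition above the campaign's mean inhibition across all tested compounds plus 3 SD, cut at about 9.9% in these data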;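 note: uninfected addAB+ strain grown without phage in ampicillin broth; 0% = DMSO wells and 100% = ciprofloxacin 0.95 µg/ml wells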
# HTR5A inv ag: HTR5A inverse agonists in luminescence cell assay, primary screen, counter-screen for OPRM1-OPRD1 heterodimer inverse agonist project, full-deck HTS | 5-hydroxytryptamine receptor 5A (Homo sapiens), P47898 | HTR5A cell line, inverse agonism | inhibition, % at 9.3 µM | 0.083% of 340,000 active | AID 504634, 2011; in the data active = inhibition mostly above about 23%, no sharp cut-off; inactive = mostly below about 18%;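 note: 0% = cells with DMSO and 100% = no-cell wells with DMSO; some compounds called inactive have numbers as strong as hits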
# Target sequence (P47898 whole entry, looked up): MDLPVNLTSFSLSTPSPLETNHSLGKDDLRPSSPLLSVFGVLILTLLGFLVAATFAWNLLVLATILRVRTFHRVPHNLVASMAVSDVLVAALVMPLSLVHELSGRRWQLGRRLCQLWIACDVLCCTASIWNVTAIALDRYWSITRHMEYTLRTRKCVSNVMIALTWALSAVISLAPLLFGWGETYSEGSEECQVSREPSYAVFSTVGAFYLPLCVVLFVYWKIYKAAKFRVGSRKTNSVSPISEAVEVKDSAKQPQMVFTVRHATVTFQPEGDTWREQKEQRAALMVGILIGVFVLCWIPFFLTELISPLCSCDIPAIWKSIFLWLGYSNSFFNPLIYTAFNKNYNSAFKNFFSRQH
# Mot1-301 SUMO: yeast Mot1-301 growth rescue at high temperature, primary screen, SUMOylation pathway inhibitor project, S. cerevisiae, ATP luminescence, 38.5C. 1% of 320,000 active. S. cerevisiae Mot1-301 growth rescue; percent above DMSO median, 100 means doubled. AID 2716, 2010. growth rescue, % at 18.8 µM;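 active = every valid replicate shows activation above 250% relative to neutral control wells; inactive = the rest, any valid replicate at or below 250%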;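 note: OY570 slx delta 5 strain wells were the positive control but not used for scaling; some compounds called inactive have numbers as strong as hits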
# HTR5A ag ctr: HTR5A agonists in luminescence cell assay, primary screen, counter-screen for OPRM1-OPRD1 heterodimer agonist project, full-deck HTS | 5-hydroxytryptamine receptor 5A (Homo sapiens), P47898 | cell-based | activation, % at 9.3 µM | 0.61% of 340,000 active; in the data active = activation mostly above about 9.5%, no sharp cut-off; inactive = mostly below about 7.6%;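 note: 0% = cells with vehicle only and 100% = reference agonist; strong numbers were not always called active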
# PKA-R2B act: activators of PKA-R2B holoenzyme, primary screen, biochemical, fluorescence polarization, Cy5-IP20, human; cAMP-dependent protein kinase catalytic subunit beta (Homo sapiens) + cAMP-dependent …; PKA-R2B holoenzyme dissociation; R2B truncated from residue 108, S112A mutant; 0% DMSO only, 100% 113 µM cGMP; activation, % at 11.4 µM; 0.079% of 340,000 active;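 active = activation above a cutoff set at the mean over all compounds plus 3 SD, cut at about 18% in these data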;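 note: higher means more holoenzyme dissociation and a rise in polarization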
# DAGLB inhibitor: DAGLB lipase inhibitors, primary screen, biochemical, fluorescence, HTS; inhibition, % at 5.17 µM; HEK293T DAGLB membrane lysate, EnzChek fluorogenic substrate; 0.059% of 340,000 active; Diacylglycerol lipase-beta (Homo sapiens), Q8NCG7; in the data active = inhibition above about 34%;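 note: 0% = enzyme with vehicle and 100% = wells lacking enzyme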
# Target sequence (Q8NCG7 whole entry, looked up): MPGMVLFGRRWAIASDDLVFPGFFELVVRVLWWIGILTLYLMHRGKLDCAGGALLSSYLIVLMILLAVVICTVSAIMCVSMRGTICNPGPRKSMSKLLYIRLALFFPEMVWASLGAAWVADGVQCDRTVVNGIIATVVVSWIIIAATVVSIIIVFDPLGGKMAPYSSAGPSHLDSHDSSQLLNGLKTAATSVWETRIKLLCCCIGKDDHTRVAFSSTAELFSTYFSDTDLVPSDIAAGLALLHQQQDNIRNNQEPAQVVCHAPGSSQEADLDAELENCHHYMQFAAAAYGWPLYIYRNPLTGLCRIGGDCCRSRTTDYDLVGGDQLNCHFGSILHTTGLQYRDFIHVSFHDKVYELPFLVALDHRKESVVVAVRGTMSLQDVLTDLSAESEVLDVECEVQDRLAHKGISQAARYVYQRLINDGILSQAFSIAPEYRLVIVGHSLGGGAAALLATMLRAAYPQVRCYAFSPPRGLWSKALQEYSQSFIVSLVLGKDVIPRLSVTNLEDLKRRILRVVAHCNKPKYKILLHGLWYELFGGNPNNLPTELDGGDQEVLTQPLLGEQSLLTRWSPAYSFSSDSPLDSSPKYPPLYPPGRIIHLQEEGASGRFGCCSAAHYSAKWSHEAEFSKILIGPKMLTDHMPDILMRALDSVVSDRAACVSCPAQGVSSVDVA
# PKA-R1A act: activators of PKA-R1A holoenzyme, primary screen, biochemical, fluorescence polarization, Cy5-IP20, bovine R1A, mouse PKAc | PKA-R1A dissociation; scaled: DMSO 0%, 113 µM cGMP 100% | activation, % at 11.4 µM | 0.083% of 340,000 active | AID 504707, 2011;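 active = percent activation above the mean of all tested compounds plus 3 SD, cut at about 19% in these data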;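 note: higher means more PKAc released from R1A so a rise in polarization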
# The depositor's hits bear a star; ? = inconclusive.
SMILES,AddAB inh,Tat transport,phage Ecoli inh,CDK5 inh,E coli growth,HTR5A inv ag,Mot1-301 SUMO,HTR5A ag ctr,PKA-R2B act,DAGLB inhibitor,PKA-R1A act
COc1ccccc1OCC(=O)Nc1ccc(S(=O)(=O)Nc2nc(C)cc(C)n2)cc1,1.1,-0.6,3.0,-4.8,1.2,-13.2,-10.8,5.1,-2.7,-1.2,-11.3
CCCS(=O)(=O)N1CCN(C(=O)c2ccccc2F)CC1,-0.6,3.1,-0.9,-0.2,-4.2,-10.3,4.4,-3.7,-6.6,-0.1,0.7
C[C@@H]1CN([C@H](C)CO)C(=O)c2cc(NC(=O)Nc3ccc(C(F)(F)F)cc3)ccc2O[C@H]1CN(C)S(=O)(=O)c1cccs1,1.4,-4.7,1.9,2.5,2.0,-44.1,-16.3,2.4,-8.3,-0.8,-4.1
COc1ccccc1N(C)S(=O)(=O)c1ccc(Cl)c(C(=O)N2CCC2)c1,3.9,-1.4,1.9,1.4,-1.1,4.7,17.8,-2.7,6.0,0.3,-5.4
COc1ccc(Cl)cc1NC(=O)CCS(=O)(=O)c1ccc(Br)cc1,-0.9,12.8,1.5,-0.8,0.4,-1.4,-17.7,0.4,-6.8,3.0,2.0
O=C(C1COc2ccccc2O1)N1CCN(c2nc3ccc([N+](=O)[O-])cc3s2)CC1 (stereo unspecified),4.5,-2.3,3.3,-0.5,-0.2,-24.6,534.7*,8.9,0.8,-2.1,4.8
COc1cc(CC(=O)OCC(=O)NCc2ccc(C)cc2)cc(OC)c1OC,0.7,-6.1,1.9,2.5,-1.9,-10.2,0.1,4.0,-2.6,1.5,3.1
CCNC(=S)N1CCC(C(O)(c2ccccc2)c2ccccc2)CC1,0.9,-4.0,3.2,-1.1,-0.6,9.0,23.1,-3.2,-9.6,-2.0,9.6
CC12CCC(CC1=O)C2(C)C (stereo unspecified),0.0,-1.9,2.6,-1.8,0.0,7.4,10.5,5.4,6.0,-2.7,2.8
CCc1ccc(CNC(=O)CC2C(=O)NCCN2Cc2ccccc2F)nc1 (stereo unspecified),0.2,-1.7,2.8,-1.2,0.8,10.7,9.1,0.6,-6.5,0.4,-0.3
Cc1cccc(NC(=O)/C(=C/c2cccc([N+](=O)[O-])c2)NC(=O)c2cccs2)c1,1.9,-4.3,3.1,-1.1,0.5,-9.6,-1.0,-1.1,-0.9,2.0,0.9
COc1ccc(NC(=O)COC(=O)C2CC(=O)N(c3ccc(C)cc3)C2)cc1 (stereo unspecified),3.0,-0.4,2.1,0.0,-1.1,1.0,-2.4,-0.3,-1.9,0.7,-0.9
Cc1nc(SCC(=O)NCC2CCCO2)c2c3c(sc2n1)CCCC3 (stereo unspecified),2.3,1.9,-0.6,0.5,-2.7,1.1,9.1,-0.5,15.2,-1.8,-13.3
O=C(O)c1cccc(-n2c(/C=C/c3cccc([N+](=O)[O-])c3)nc3ccccc3c2=O)c1,0.7,-5.4,1.2,1.5,2.1,-8.1,132.9,2.1,-3.4,3.7,-13.4
c1ccc2c(c1)NC(c1ccncc1)n1c-2nc2ccccc21 (stereo unspecified),1.5,-3.8,2.9,0.1,0.9,1.1,-7.4,-5.4,-6.7,0.1,-1.2
COc1ccc(OC)c(NC(=O)CNC(=O)Cn2ccc3ccccc3c2=O)c1,0.3,-2.9,-0.5,1.0,1.0,-19.4,503.4*,6.6,2.3,-0.5,2.0
CC(=O)c1cc2c(cc1NC(=O)CCn1cccc1)OCO2,1.5,3.6,2.2,2.9,0.0,-19.9,5.4,0.5,1.9,-1.8,5.2
CCc1nc(NC(=O)NS(=O)(=O)c2ccccc2C(=O)OC)nc(OC)n1,0.2,4.0,3.2,0.7,-0.3,-4.5,-4.1,-2.1,-8.2,-1.4,3.4
CC(Sc1nnc(-c2ccccc2F)n1C)C(=O)NC1CCCCC1 (stereo unspecified),0.1,-4.6,0.7,-1.7,0.6,-10.2,-3.2,3.7,-3.1,0.9,-6.5
COc1ccc(NC(=O)CN(C)C(=O)CCCSc2nc3ccccc3[nH]2)cc1,-4.8,-1.3,1.0,-2.7,-1.4,18.8,-22.5,-7.2,-6.6,0.0,-6.8
Cc1ccc(-n2nc3c(c2NC(=O)c2cccs2)CS(=O)(=O)C3)cc1C,-0.9,2.2,0.6,-9.5,0.1,-6.1,-2.7,-1.8,-3.5,-2.0,5.6
CCN1CCN(c2cc(C)c3cc(NC(=S)N(CC)CC)ccc3n2)CC1,-0.7,5.1,0.1,-1.2,-1.3,-6.5,-19.5,2.1,-1.5,-0.4,13.4
COc1cc(SC)ccc1C(=O)Nc1ccc2c(c1)CCN2S(C)(=O)=O,1.0,6.9,0.5,-0.3,3.2,-7.8,70.9,3.0,-6.1,-1.4,-0.1
CCOC(=O)c1c(C)[nH]c(C)c1C(=O)COC(=O)c1sccc1C,0.9,7.6,1.2,-0.2,1.4,-6.9,0.9,2.8,-3.2,-6.3,6.2
C/C(=N\NC(=O)c1nnn(-c2nonc2N)c1CN1CCC(C)CC1)c1cccc(Br)c1,0.5,15.1,-0.3,-4.1,0.6,5.8,-8.5,-0.7,-5.4,-0.6,-1.8
CCc1nnc(NC(=O)CCC(=O)N2CCN(Cc3ccc(F)cc3)CC2)s1,4.2,3.2,1.8,0.0,0.5,-6.3,150.8,-1.1,1.8,0.4,-10.7
N#CC1=C(N)Oc2cc(N)ccc2C1c1ccc(F)cc1F (stereo unspecified),-0.7,-11.5,0.9,0.4,-2.6,-6.1,-3.0,1.6,-5.2,-1.2,-3.9
COc1ccc(C(=O)N2CCN(C3CCCCC3)CC2)cc1OC,-3.9,20.3,0.5,0.0,1.8,-2.7,-4.2,0.7,0.2,-1.9,0.8
COc1ccc2nc(C)[nH]c(=O)c2c1,0.0,0.5,2.8,0.0,0.3,-3.9,-22.3,1.4,1.9,0.8,4.3
Cc1cccc2cc(C#N)c(NCCCNS(=O)(=O)c3ccc(Cl)cc3)nc12,1.5,1.3,0.6,0.1,1.8,-26.5,-4.9,8.9,-2.6,-3.4,1.4

# Two records picked at random from those above:
SMILES,AddAB inh,Tat transport,phage Ecoli inh,CDK5 inh,E coli growth,HTR5A inv ag,Mot1-301 SUMO,HTR5A ag ctr,PKA-R2B act,DAGLB inhibitor,PKA-R1A act
COc1cc(SC)ccc1C(=O)Nc1ccc2c(c1)CCN2S(C)(=O)=O,1.0,6.9,0.5,-0.3,3.2,-7.8,70.9,3.0,-6.1,-1.4,-0.1
CCNC(=S)N1CCC(C(O)(c2ccccc2)c2ccccc2)CC1,0.9,-4.0,3.2,-1.1,-0.6,9.0,23.1,-3.2,-9.6,-2.0,9.6

# (list continues)
SMILES,AddAB inh,Tat transport,phage Ecoli inh,CDK5 inh,E coli growth,HTR5A inv ag,Mot1-301 SUMO,HTR5A ag ctr,PKA-R2B act,DAGLB inhibitor,PKA-R1A act
O=C(NC1CCCCC1)C(c1cccs1)N(CC1CCCO1)C(=O)c1csnn1 (stereo unspecified),-0.4,-0.3,-0.5,0.9,-2.2,-17.5,3.0,-4.7,-0.1,-0.7,1.8
O=C(Cc1c[nH]c2ccccc12)Nc1nccs1,2.4,-6.8,-0.2,2.4,1.6,-6.7,243.6,2.8,-1.2,-0.1,-6.8
CN(Cc1ccco1)C(=O)CCc1nc2sc3c(c2c(=O)[nH]1)CCCC3,1.3,2.0,1.7,-0.5,0.8,22.5,-12.0,-1.0,2.2,1.4,-6.4
CCOC(=O)N1CCN(C(=O)CCNS(=O)(=O)c2ccc(C)c(C)c2)CC1,2.9,1.7,3.5,-3.0,-1.2,11.4,-31.0,-4.5,-7.2,-2.2,-5.1
CNc1ccccc1NC(=O)CCn1c(=S)oc2ccccc21,-1.4,6.4,0.0,-3.0,-2.0,4.2,-15.2,-1.5,-10.8,1.9,6.4
Cc1c2ccccc2cc(Cc2ccccc2)[n+]1C,7.1,-8.0,3.5,0.2,4.8,8.4,-2.6,-2.5,-4.0,2.8,-8.6
Cc1ccc(-c2c3c(nc4sc(C(N)=O)c(N)c24)CCC3)cc1,2.1,0.0,-0.1,2.1,3.1,-38.6,-7.6,3.9,6.3,0.2,-5.0
Cc1ccc2c(Cl)c(C(=O)NCCCn3ccnc3)sc2c1,1.8,5.0,0.1,-1.2,-0.6,-19.0,4.9,2.1,3.8,1.9,10.7
COc1cc(COCC(O)CN2CCN(Cc3ccc4c(c3)OCO4)CC2)cc(OC)c1OC (stereo unspecified),1.1,1.8,5.2,-0.6,-0.6,5.3,13.4,-2.1,-11.9,-2.2,1.7
COCc1nnc(NC(=O)CCCOc2ccccc2)s1,1.0,3.7,1.4,0.4,0.3,-12.9,6.6,-2.4,2.2,-0.6,-7.1
Cc1cccc(/C=N/NC(=O)c2cc(Br)ccc2O)n1,-0.8,4.7,0.8,0.2,-1.4,-4.7,8.4,1.2,-3.9,0.0,-7.5
CCN(CC(=O)N1CCOCC1)S(=O)(=O)c1ccccc1,3.6,-7.9,0.6,-5.3,-0.3,3.5,-4.0,-0.5,4.2,-1.0,5.8
N/C(=N\OC(=O)c1ccc2ccccc2c1)c1ccccn1,-0.9,-2.2,3.0,0.2,-1.7,-42.3,153.7,16.2*,4.0,-1.5,5.6
COC(=O)c1ccc(C2/C(=C(/O)c3ccc(Cl)cc3)C(=O)C(=O)N2C2CCS(=O)(=O)C2)cc1 (stereo unspecified),0.8,-3.5,-0.5,0.7,-2.5,-8.4,-1.8,-5.5,-3.9,1.6,-0.9
NN1C(=O)/C(=C2/Sc3ccccc3N2CCCS(=O)(=O)O)SC1=S,2.0,-3.1,2.5,1.2,1.7,14.0,1.3,-3.8,-2.6,3.4,-1.6
O=C(O)c1cccc(-n2c(O)c(C=C3N=c4ccccc4=N3)sc2=S)c1,-1.9,-4.8,-1.2,-0.9,-0.6,-5.8,3.5,0.2,-11.2,9.4,12.2
CCOC(=O)Nc1ccc(S(=O)(=O)NCCCN2CCOCC2)cc1,0.7,18.0,2.7,1.4,1.3,-4.8,-2.8,6.4,-11.3,-0.6,-13.7
Cc1cccc(C)c1N1CCc2cn[nH]c21,1.7,0.2,0.2,1.0,-2.2,12.6,-1.4,3.2,5.0,-1.5,-2.6
COc1ccc(C2SCC(=O)N2C)cc1 (stereo unspecified),-3.2,-2.0,1.5,6.5,1.2,-16.0,4.2,6.9,7.1,3.7,-4.9
O=C(Nc1cccc(-n2cnnn2)c1)c1ccncc1,3.0,1.4,-1.0,0.3,3.6,7.2,14.0,0.0,-8.9,0.4,-11.3
COC(=O)C[C@H]1c2cc(F)cc(F)c2S(=O)(=O)N1C1CCN(Cc2ccccc2)CC1,2.7,?,1.4,0.1,0.1,14.5,48.8,-1.7,-13.7,-0.2,-2.0
